Screening results deposited in PubChem by Broad Institute.
TcdB GH inh: TcdB glycohydrolase inhibitors, primary screen, biochemical, single point, plate reader; Toxin B (Clostridioides difficile), P18177; TcdB glycohydrolase enzymatic assay; inhibition, % at 9.99 µM; 350,000 compounds, 0.24% hits; in the data active means inhibition above about 10%
Target sequence (P18177 whole entry, looked up): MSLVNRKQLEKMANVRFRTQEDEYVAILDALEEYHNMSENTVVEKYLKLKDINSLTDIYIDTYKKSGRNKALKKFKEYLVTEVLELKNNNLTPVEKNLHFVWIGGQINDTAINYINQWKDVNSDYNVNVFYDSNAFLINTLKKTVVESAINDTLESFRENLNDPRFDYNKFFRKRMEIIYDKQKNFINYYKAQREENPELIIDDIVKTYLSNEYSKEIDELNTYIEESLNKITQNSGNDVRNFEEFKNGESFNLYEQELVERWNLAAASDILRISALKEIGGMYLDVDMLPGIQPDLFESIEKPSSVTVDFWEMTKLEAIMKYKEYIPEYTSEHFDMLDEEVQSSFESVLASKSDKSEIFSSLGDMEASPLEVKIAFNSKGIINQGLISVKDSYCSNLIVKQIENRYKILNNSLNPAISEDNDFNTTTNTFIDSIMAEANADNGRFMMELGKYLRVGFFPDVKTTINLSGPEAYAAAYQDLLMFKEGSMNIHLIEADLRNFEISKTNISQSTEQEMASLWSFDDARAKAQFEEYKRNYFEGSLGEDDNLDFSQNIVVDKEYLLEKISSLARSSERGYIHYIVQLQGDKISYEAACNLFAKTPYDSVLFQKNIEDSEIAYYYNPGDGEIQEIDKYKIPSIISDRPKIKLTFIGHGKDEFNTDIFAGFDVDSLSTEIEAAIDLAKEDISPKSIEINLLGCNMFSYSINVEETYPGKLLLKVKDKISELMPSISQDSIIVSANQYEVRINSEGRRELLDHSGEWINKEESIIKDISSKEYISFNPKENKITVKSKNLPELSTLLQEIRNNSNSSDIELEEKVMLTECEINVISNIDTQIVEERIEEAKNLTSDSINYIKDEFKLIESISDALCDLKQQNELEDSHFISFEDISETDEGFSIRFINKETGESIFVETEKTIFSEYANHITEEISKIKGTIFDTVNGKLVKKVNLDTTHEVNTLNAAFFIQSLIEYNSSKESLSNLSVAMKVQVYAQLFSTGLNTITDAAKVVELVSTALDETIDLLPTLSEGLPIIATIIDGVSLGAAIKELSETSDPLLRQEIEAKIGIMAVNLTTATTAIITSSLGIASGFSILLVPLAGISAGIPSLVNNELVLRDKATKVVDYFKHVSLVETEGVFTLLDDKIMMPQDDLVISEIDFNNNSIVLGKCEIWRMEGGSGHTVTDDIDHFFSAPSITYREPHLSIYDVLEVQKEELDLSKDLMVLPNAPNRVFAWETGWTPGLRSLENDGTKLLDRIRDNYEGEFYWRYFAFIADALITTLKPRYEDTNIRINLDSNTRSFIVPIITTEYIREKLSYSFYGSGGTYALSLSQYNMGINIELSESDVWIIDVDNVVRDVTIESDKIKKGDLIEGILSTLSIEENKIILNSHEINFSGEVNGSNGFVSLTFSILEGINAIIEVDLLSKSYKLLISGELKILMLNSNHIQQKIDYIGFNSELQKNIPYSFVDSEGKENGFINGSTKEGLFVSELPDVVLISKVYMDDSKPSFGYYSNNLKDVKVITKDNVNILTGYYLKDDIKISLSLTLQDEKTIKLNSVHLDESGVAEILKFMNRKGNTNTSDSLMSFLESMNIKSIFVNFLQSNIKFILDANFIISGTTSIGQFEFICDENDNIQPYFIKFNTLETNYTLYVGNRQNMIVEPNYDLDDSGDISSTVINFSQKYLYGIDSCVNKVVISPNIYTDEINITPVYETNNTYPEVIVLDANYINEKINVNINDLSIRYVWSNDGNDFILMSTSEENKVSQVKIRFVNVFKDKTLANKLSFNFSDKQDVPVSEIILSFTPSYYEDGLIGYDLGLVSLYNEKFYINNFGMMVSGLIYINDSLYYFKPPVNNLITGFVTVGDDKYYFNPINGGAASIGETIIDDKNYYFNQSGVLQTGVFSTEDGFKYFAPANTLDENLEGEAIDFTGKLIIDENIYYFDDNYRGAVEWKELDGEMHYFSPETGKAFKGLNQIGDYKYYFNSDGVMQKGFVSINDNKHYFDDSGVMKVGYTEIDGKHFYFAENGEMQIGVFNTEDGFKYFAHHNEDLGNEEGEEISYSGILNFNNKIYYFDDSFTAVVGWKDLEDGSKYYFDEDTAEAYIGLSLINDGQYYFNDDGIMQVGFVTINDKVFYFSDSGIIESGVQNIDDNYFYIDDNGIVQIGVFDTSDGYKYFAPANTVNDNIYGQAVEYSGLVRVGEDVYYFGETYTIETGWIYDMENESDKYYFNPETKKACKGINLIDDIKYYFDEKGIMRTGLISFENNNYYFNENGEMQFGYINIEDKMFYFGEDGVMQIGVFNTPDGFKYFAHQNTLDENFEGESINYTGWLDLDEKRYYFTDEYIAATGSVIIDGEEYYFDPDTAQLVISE
* hit, by the source's call.

SMILES | TcdB GH inh
C[C@@H]1CN([C@@H](C)CO)C(=O)c2cc(NS(=O)(=O)c3ccc(Cl)cc3)ccc2O[C@@H](C)CCCCO[C@H]1CN(C)C(=O)Nc1cccc2ccccc12 | -0.6
C[C@H](O)C#Cc1ccc2c(c1)O[C@H](CN(C)C(=O)C1CCCCC1)[C@@H](C)CN([C@H](C)CO)S2(=O)=O | 1.3
CC(C)C#Cc1ccc([C@H]2[C@@H](CO)N(C(=O)c3ccccn3)[C@H]2C#N)cc1 | -1.4
C[C@H](CO)N1C[C@H](C)[C@H](CN(C)C(=O)Nc2ccc(F)cc2)Oc2ccc(NS(=O)(=O)c3cccs3)cc2CC1=O | 0.1
C[C@@H]1CN([C@@H](C)CO)C(=O)c2cccc(NC(=O)c3ccc(-c4nccs4)cc3)c2O[C@@H]1CN(C)CC1CCCCC1 | 1.3
OC[C@H]1[C@@H](c2ccc(C#Cc3ccccc3)cc2)[C@H]2CN(Cc3cncnc3)CCCCN21 | 1.2
COc1ccc2c3c(n(C)c2c1)[C@H](CO)N(CC1CCCCC1)CC31CCN(Cc2nccs2)CC1 | 0.7
C[C@@H]1CN([C@@H](C)CO)C(=O)c2cccc(NS(=O)(=O)c3ccc(F)cc3)c2O[C@@H]1CN(C)C | 0.8
C[C@H]1CCCCO[C@H](CN(C)C(=O)Nc2ccc(C(F)(F)F)cc2)[C@@H](C)CN([C@@H](C)CO)C(=O)c2cc(NS(=O)(=O)c3ccc(F)cc3)ccc2O1 | 0.4
C[C@H](CO)N1C[C@H](C)[C@@H](CN(C)C(=O)NC2CCCCC2)Oc2cc(C#Cc3ccc(F)cc3)ccc2S1(=O)=O | -0.7
C[C@@H]1CCCCO[C@H](CN(C)Cc2ccc(Cl)c(Cl)c2)[C@@H](C)CN([C@H](C)CO)C(=O)c2cc(NC(=O)Nc3ccc4c(c3)OCO4)ccc2O1 | 0.4
Cc1cccc(-c2ccc([C@@H]3[C@@H](CO)N4CCCCN(S(=O)(=O)c5ccccc5F)C[C@H]34)cc2)c1 | 0.2
COc1cccc(-c2ccc3c(c2)O[C@@H](CN(C)Cc2ccncc2)[C@H](C)CN([C@@H](C)CO)S3(=O)=O)c1 | -0.1
CCC(=O)N1[C@H](CO)[C@@H](c2ccccc2)C12CN(C(=O)c1ccc3c(c1)OCO3)C2 | 1.4
COc1ccccc1-c1cnc2c(c1)C(=O)N([C@@H](C)CO)C[C@@H](C)[C@@H](CN(C)Cc1ccc(C(=O)O)cc1)O2 | 1.1
Cc1ccc(S(=O)(=O)NCC[C@H]2CC[C@H](NC(=O)c3cccc(F)c3)[C@@H](CO)O2)cc1 | -0.3
Cc1ccc(S(=O)(=O)Nc2ccc3c(c2)C(=O)N([C@H](C)CO)C[C@H](C)[C@H](CN(C)CC2CC2)OCCCC[C@H](C)O3)cc1 | 0.2
COc1ccc(S(=O)(=O)N(C)C[C@H]2Oc3ccc(NC(=O)CCN4CCOCC4)cc3CC(=O)N([C@H](C)CO)C[C@@H]2C)cc1 | -0.4
C[C@@H]1CN([C@H](C)CO)C(=O)Cc2cc(NC(=O)C3CC3)ccc2O[C@@H]1CN(C)C(=O)NC1CCCCC1 | -0.5
COc1ccc(C(=O)Nc2ccc3c(c2)OC[C@@H](C)N(Cc2cocn2)C[C@@H](C)[C@@H](OC)CN(C)C3=O)cc1 | 0.3
C[C@H]1CN([C@@H](C)CO)C(=O)c2cc(-c3cncnc3)cnc2O[C@@H]1CN(C)CC1CCCC1 | 1.7
O=C(C[C@@H]1C[C@H]2c3cc(NC(=O)CC4CC4)ccc3O[C@H]2[C@H](CO)O1)NCC1CC1 | 1.0
COc1cccc(CNC(=O)[C@H]2[C@H](CO)[C@H]3Cn4c(ccc(-c5cccc(OC)c5)c4=O)[C@H]3N2C)c1 | 0.8
C[C@@H]1CN([C@@H](C)CO)C(=O)c2cc(NC(=O)Nc3ccc(C(F)(F)F)cc3)ccc2O[C@H]1CN(C)CC1CCCCC1 | 0.5
COc1ccc(NC(=O)N(C)C[C@H]2Oc3ccc(NC(=O)C4CC4)cc3CC(=O)N([C@@H](C)CO)C[C@H]2C)cc1 | -0.1
Remaining list, next part
SMILES | TcdB GH inh
C[C@H](CO)N1C[C@H](C)[C@@H](CN(C)C(=O)Nc2ccc3c(c2)OCO3)Oc2ccc(NC(=O)CCC(F)(F)F)cc2CC1=O | 1.1
C[C@@H]1CCCCO[C@@H](CN(C)Cc2ccccc2)[C@H](C)CN([C@@H](C)CO)C(=O)c2cc(NC(=O)Nc3ccc(C(F)(F)F)cc3)ccc2O1 | -1.6
CC(C)NC(=O)[C@@]1(c2ccc([N+](=O)[O-])cc2)CC(=O)N(CC23CC4CC(CC(C4)C2)C3)[C@@H]1c1ccc(CO)cc1 | 0.2
C[C@@H]1CCCCO[C@@H](CN(C)C(=O)Nc2ccccc2)[C@H](C)CN([C@@H](C)CO)C(=O)c2cc(NS(=O)(=O)c3ccccc3)ccc2O1 | -0.8
C[C@H]1CN([C@@H](C)CO)C(=O)c2cc(-c3ccccc3F)cnc2O[C@@H]1CN(C)Cc1ccc(F)cc1 | 0.1
O=C(NCC(O)CO)[C@]1(Cc2ccccc2)N=C(c2ccc(OCCCO)cc2)O[C@@H]1c1ccccc1 (stereo partly specified) | 1.5
C/C=C/c1ccc2c(c1)O[C@@H](CN(C)C(=O)c1ccc3c(c1)OCO3)[C@H](C)CN([C@@H](C)CO)S2(=O)=O | 1.0
C/C=C/c1cccc(-c2nc(C(=O)NCCN3CCCCC3)cc3c2[C@@H](CCO)N([S@](=O)C(C)(C)C)C3)c1 | -1.0
C[C@H]1CN([C@@H](C)CO)C(=O)Cc2cc(NS(=O)(=O)c3ccccc3)ccc2O[C@@H]1CN(C)S(=O)(=O)c1cn(C)cn1 | -0.8
CO[C@@H]1CN(C)C(=O)c2cc(NC(=O)NC3CCCCC3)ccc2OC[C@@H](C)NC[C@@H]1C | 0.6
COc1ccc(CN(C)C[C@H]2Oc3c(NC(=O)Nc4ccc(C(F)(F)F)cc4)cccc3C(=O)N([C@H](C)CO)C[C@@H]2C)cc1 | -0.6
Cc1ccc(S(=O)(=O)Nc2ccc3c(c2)C(=O)N([C@H](C)CO)C[C@@H](C)[C@H](CN(C)C(=O)NC2CCCCC2)O3)cc1 | -0.7
COc1cccc(C(=O)Nc2ccc3c(c2)OC[C@H](C)N(CC2CC2)C[C@H](C)[C@H](OC)CN(C)C3=O)c1 | 0.4
CCNC(=O)C[C@H]1CC[C@H]2[C@@H](COc3ccc(NS(C)(=O)=O)cc3C(=O)N2C)O1 | -2.2
C/C=C/c1ccc([C@@H]2[C@H]3CN(C(=O)Nc4cc(F)ccc4F)CCCCN3[C@H]2CO)cc1 | -0.3
C[C@H](CO)N1C[C@H](C)[C@H](CN(C)Cc2ccccc2)Oc2ccc(NS(=O)(=O)c3cccs3)cc2C1=O | -2.0
CO[C@@H]1CN(C)C(=O)c2cc(NC(=O)Nc3ccccc3)ccc2OC[C@@H](C)N(C(=O)Nc2c(C)noc2C)C[C@@H]1C | -0.3
Cc1cc(C(=O)Nc2ccc3c(c2)C(=O)N(C)[C@H]2CC[C@@H](CC(=O)N[C@@H](C)c4ccccc4)O[C@H]2CO3)no1 | 1.2
CCCNC(=O)N1[C@H](C#N)[C@@H](c2ccccc2)[C@@H]1CO | 0.1
CO[C@@H]1CN(C)C(=O)c2cc(NC(=O)Cc3ccccc3)ccc2OC[C@H](C)N(C(=O)c2ccccc2F)C[C@H]1C | 1.4
COCC(=O)N1CC(=O)N2[C@H](C1)[C@H](c1ccc(-c3ccncc3)cc1)[C@@H]2CO | -2.0
COc1ccccc1-c1cnc2c(c1)C(=O)N([C@H](C)CO)C[C@H](C)[C@@H](CN(C)C(=O)c1cccnc1)O2 | 0.4
Cc1noc(C)c1NC(=O)Nc1ccc2c(c1)CC(=O)N([C@H](C)CO)C[C@@H](C)[C@H](CN(C)C)O2 | 0.3
C[C@@H]1CN([C@@H](C)CO)C(=O)c2cccc(NC(=O)Nc3ccc4c(c3)OCO4)c2O[C@@H]1CN(C)C(=O)Nc1cccc2ccccc12 | -0.3
CCC(=O)Nc1ccc2c(c1)C(=O)N(C)[C@@H]1CC[C@@H](CC(=O)NCCc3ccncc3)O[C@H]1CO2 | -1.2
Following part
SMILES | TcdB GH inh
Cc1noc(C)c1NC(=O)Nc1ccc2c(c1)C(=O)N([C@H](C)CO)C[C@@H](C)[C@@H](CN(C)S(=O)(=O)c1ccccc1)OCCCC[C@H](C)O2 | 0.1
C[C@@H]1CCCCO[C@H](CN(C)C)[C@H](C)CN([C@H](C)CO)C(=O)c2cc(NS(=O)(=O)c3cccs3)ccc2O1 | -1.2
N#C[C@H]1[C@@H](c2ccccc2-c2cccc(F)c2)[C@H](CO)N1C(=O)CN1CCOCC1 | -0.4
O=C(C[C@H]1C=C[C@@H](NC(=O)CC2CC2)[C@H](CO)O1)NCc1ccc(Cl)cc1 | -8.0
O=C(C[C@H]1CC[C@H](NS(=O)(=O)c2ccccc2)[C@@H](CO)O1)NCc1ccc(Cl)c(Cl)c1 | -1.5
COc1cccc(S(=O)(=O)N[C@@H]2CC[C@@H](CC(=O)NCc3ccc(F)cc3)O[C@H]2CO)c1 | 0.2
CO[C@H](CN(C)C(=O)c1ccccc1F)[C@@H](C)CN([C@H](C)CO)S(=O)(=O)c1ccc(Cl)cc1 | 0.3
Cc1cc(C(=O)Nc2cccc3c2O[C@H](CN(C)C(=O)Nc2ccc(C(F)(F)F)cc2)[C@H](C)CN([C@@H](C)CO)C3=O)n(C)n1 | -2.7
Cc1cccc(S(=O)(=O)N2CC[C@@H]3[C@@H](CO)N(C)c4ccc(-c5ccccc5F)cc4[C@@H]32)c1 | 1.1
CC(=O)N1[C@@H]2c3cccc(=O)n3C[C@@H]2[C@@H](CO)[C@@H]1C(=O)N[C@H](C)c1ccccc1 | 0.3
O=C(Nc1cc(F)ccc1F)N[C@H]1CC[C@@H](CCNC(=O)c2cnccn2)O[C@@H]1CO | -0.2
C[C@@H]1CCCCO[C@@H](CN(C)Cc2ccc(Cl)c(Cl)c2)[C@H](C)CN([C@@H](C)CO)C(=O)c2cc(NC(=O)CCC(F)(F)F)ccc2O1 | -0.4
Cc1ccc(-c2ccc3c(c2)O[C@H](CN(C)Cc2ccc(C(=O)O)cc2)[C@@H](C)CN([C@H](C)CO)S3(=O)=O)cc1 | 0.7
CC(C)NC(=O)N(C)C[C@H]1Oc2ncc(C#CC3(O)CCCC3)cc2C(=O)N([C@H](C)CO)C[C@@H]1C | 0.4
CN(C)c1ccc2c(c1)[C@@H]1C[C@H](CC(=O)NCC3CC3)O[C@@H](CO)[C@@H]1O2 | -47
COc1ccc2c3c(n(C)c2c1)[C@@H](CO)N(C(C)=O)CC31CCN(C(=O)C2CCOCC2)CC1 | -7.9
O=C(Nc1ccccc1F)N[C@H]1CC[C@@H](CCNS(=O)(=O)c2ccc(F)cc2)O[C@@H]1CO | 0.0
O=C(C1CC1)N1CC(=O)N2[C@H](CO)[C@H](c3ccc(C#CCc4ccccc4)cc3)[C@H]2C1 | -0.3
CO[C@@H]1CN(C)C(=O)c2cc(NC(=O)C3CCC3)ccc2OC[C@@H](C)NC[C@@H]1C | -1.8
COCC(=O)N1C[C@H]2[C@@H](c3ccccc31)[C@@H](CO)N2C(=O)C1CCOCC1 | -1.0
COc1ccc([Si](C)(C)[C@@H]2[C@@H](CCn3cc([C@H](O)c4ccccc4)nn3)O[C@]3(C(=O)N(Cc4cccc(N5CCOC5=O)c4)c4ccccc43)[C@H]2C)cc1 | 0.7
CCCNC(=O)[C@@H]1[C@@H](CO)[C@@H]2Cn3c(ccc(-c4cccc(OC)c4)c3=O)[C@@H]2N1Cc1nccs1 | -0.5
O=C(C[C@@H]1CC[C@@H]2[C@H](COC[C@H](O)CN2C(=O)Nc2cc(Cl)cc(Cl)c2)O1)NCC1CC1 | 2.6
CO[C@@H]1CN(C)C(=O)c2ccc(NC(=O)C3CC3)cc2OC[C@H](C)N(CCC(F)(F)F)C[C@@H]1C | 0.6
C[C@@H]1CN([C@@H](C)CO)C(=O)c2cccc(NC(=O)Nc3ccc4c(c3)OCO4)c2O[C@H]1CN(C)Cc1ccc(C(=O)O)cc1 | -0.6
CN1C[C@H](O)COC[C@H]2O[C@@H](CC(=O)N3CCN(c4ccccc4)CC3)CC[C@@H]21 | -2.5
C[C@@H]1CCCCO[C@H](CN(C)C)[C@@H](C)CN([C@H](C)CO)C(=O)c2cc(NC(=O)Nc3ccc(C(F)(F)F)cc3)ccc2O1 | -0.3
COc1ccc(CN(C)C[C@@H]2OCCCC[C@@H](C)Oc3ccc(NC(=O)Nc4cccc5ccccc45)cc3C(=O)N([C@@H](C)CO)C[C@H]2C)cc1 | -1.7

These rows are one share of the data (hit frequency here may not be typical).
